# Source: PubChem BioAssay
# RPL19A-GFP yeast: yeast TOR pathway RPL19A-GFP modulation. AID 2025. percent response vs DMSO, % at 10 µM. S. cerevisiae RPL19A-GFP strain, flow cytometry, 3 h; active compounds read low. 330,000 tested, 0.3% active;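 active means percent response vs DMSO below 50%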;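 further: median channel GFP fluorescence of the barcoded RPL19A-GFP strain; ratio of sample median GFP to plate DMSO average so 100% = DMSO; lower means less RPL19A-GFP as with rapamycin TOR inhibition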
# procasp3 activ: activators of human procaspase-3 | 330,000 tested, 0.11% active | recombinant procaspase-3 D3A, Ac-DEVD-pNA absorbance 405 nm | P42574 | activation, % at 8.5 µM | AID 463141;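 active means activation above the mean of all tested compounds plus 3 SD, cut at about 21% in these data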;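 further: 0% = DMSO alone and 100% = DMSO wells spiked with extra 5 µM PC-3 D3A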
#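 Assay system: Autoprocessing-dead procaspase-3 D3A mutant enzyme; also added: Ac-DEVD-pNA; doses: one concentration, 8.5 µM nominal, 0.8% DMSO; times: 1 h compound preincubation, 2 h substrate hydrolysis at 25 °C; technique: 405 nm absorbance of p-nitroaniline, reads at 0 and 120 min; measure: % activation between DMSO and enzyme-spiked controls; repeats: single replicate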
# MEP2 TOR yeast: alters MEP2-GFP fluorescence in TOR pathway yeast screen; S. cerevisiae MEP2-GFP strain, flow cytometry GFP, 3 h; 100% = DMSO control level; GFP response vs DMSO, % at 10 µM; 330,000 tested, 0.51% active;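 active means GFP response versus DMSO above a set limit, roughly screen mean plus 3 SD, cut at about 180% in these data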;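 further: median GFP fluorescence of the barcode-gated MEP2-GFP cells per well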
# LAP4-GFP MLPCN: alters LAP4-GFP fluorescence in TOR pathway yeast screen; S. cerevisiae LAP4-GFP multiplex, flow cytometry GFP, 3 h; median GFP as percent of DMSO wells; GFP response vs DMSO, % at 10 µM; 320,000 tested, 0.34% active;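 active means GFP response vs DMSO above a set limit, about the screen mean plus 3 SD, cut at about 150% in these data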
# AHR act: activates the human aryl hydrocarbon receptor; 320,000 tested, 2.5% active; AHR-responsive luciferase reporter cells, luminescence; activation, % at 5 µM; in the data active means activation above about 47%;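 further: 0% = vehicle wells and 100% = reference agonist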
# EBNA-1 inhibitor: blocks EBNA-1 binding to DNA. EBNA-1 DNA binding, fluorescence polarization. AID 1950. 300,000 tested, 0.34% active. inhibition, % at 14.8 µM; in the data active means inhibition above about 28%
# ZTA counter: ZTA (EBV) inhibition in EBNA-1 counter-screen. P03206. ZTA-DNA binding, fluorescence polarization. inhibition, % at 11 µM. 320,000 tested, 0.15% active; in the data active means inhibition above about 33%
# procasp7 counter: activates human procaspase-7, counter-screen for procaspase-3 activators; recombinant procaspase-7, Ac-DEVD-pNA absorbance 405 nm; D23A/D198A/D206A triple mutant, cannot self-cleave; scale: DMSO 0, 5 µM enzyme 100; 330,000 tested, 0.093% active; P55210; activation, % at 8.5 µM;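 active means percent activation above the screen-wide mean plus 3 SD, cut at about 25% in these data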
#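 System: Uncleavable procaspase-7 mutant enzyme; Amount: 2 µM procaspase-7 mutant as dispensed; Schedule: 1 h compound preincubation, 2 h substrate cleavage, 25 °C; Measured by: 405 nm absorbance of p-nitroaniline; Evaluation: percent activation from buffer-corrected 0–120 min absorbance change; Control set: low DMSO alone, high DMSO plus 5 µM PC-7.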
# * = called active by the depositor; . = not tested or not shown.
Compound	RPL19A-GFP yeast	procasp3 activ	MEP2 TOR yeast	LAP4-GFP MLPCN	AHR act	EBNA-1 inhibitor	ZTA counter	procasp7 counter
COC(=O)N/N=C/c1ccc(OC(=O)/C=C/c2ccco2)cc1	101	-3	101	130	0	-6	7	1
CCCCCNCc1ccc(Cl)cc1	89	0	90	83	8	0	-1	-1
O=C(NC(=O)c1ccccc1N1CCCCC1)Nc1ccc(Br)cc1	103	-4	105	115	1	8	0	4
COc1cc(C(=O)NCC(=O)NCCCSc2ccccc2)cc(OC)c1OC	103	-3	106	112	2	.	0	-7
Nc1cc(=O)[nH]c(SCc2ccc(Cl)cc2Cl)n1	98	-1	109	92	0	7	3	3
CN1C(C(=O)Nc2ccccn2)=C(O)c2sc(Cl)cc2S1(=O)=O	94	2	111	125	-4	-12	5	4
O=C(COC(=O)C1CCN(c2ccc(C(F)(F)F)cn2)CC1)NCCc1ccccc1	103	12	103	111	1	-8	9	11
CCOC(=O)N1CCC2(CC1)C(C#N)=C(N)OC1=C2C(=O)CC(C)(C)C1	98	-8	100	109	-3	1	5	5
CC(=O)Nc1ccc(Oc2ncccn2)cc1	98	11	97	97	-1	-1	-10	8
COC(=O)Cc1cc(=O)oc2cc(O)ccc12	91	18	92	91	2	1	0	13
COc1ccccc1N(CC(=O)N1CCCC1)S(=O)(=O)c1ccc(C)cc1	103	8	101	96	-1	1	12	-2
Cc1cc(C)cc(NC(=O)C2CCN(S(=O)(=O)c3c(C)n[nH]c3C)CC2)c1	88	-1	92	95	9	-6	-18	10

Compound	RPL19A-GFP yeast	procasp3 activ	MEP2 TOR yeast	LAP4-GFP MLPCN	AHR act	EBNA-1 inhibitor	ZTA counter	procasp7 counter
CN(Cc1ccc(F)cc1)C(=O)c1cc(COc2ccc(F)cc2F)on1	100	3	96	124	-5	-1	7	-4
Cc1ccc(CNC(=O)C(OC(=O)c2cccs2)C(C)C)cc1 (stereo not given)	97	2	103	93	-1	1	0	-12
O=C(CN1C(=O)NC2(CCc3ccccc32)C1=O)Nc1ccc(Br)cc1F (stereo not given)	100	-7	107	112	4	.	6	10
Oc1c(C(c2cccs2)N2CCC3(CC2)OCCO3)sc2ncnn12 (stereo not given)	102	8	95	112	-2	-7	-11	-1
O=C(NCCc1ccc(Cl)cc1)c1ccc(Br)s1	107	8	104	86	-2	13	13	2
O=S(=O)(c1cc(O)ccc1O)c1cccc2c(S(=O)(=O)c3cc(O)ccc3O)cccc12	104	2	101	115	2	-2	4	-8
Cc1cc(-c2ccc(C(C)C)c(S(=O)(=O)N3CCN(c4ccccc4)CC3)c2)on1	96	2	99	97	1	5	13	0
Cc1cc(=O)oc(C)c1C(=O)O	103	-2	102	101	0	15	3	7
O=C(NCc1ccccc1)N[C@@H](Cc1ccccc1)C(=O)O	99	7	97	99	-3	0	-17	11
CC(C)(C)NC(=O)CN(Cc1ccc2c(c1)OCO2)C(=O)CNS(=O)(=O)c1ccc(F)cc1	104	2	106	93	1	-16	-6	-2
Cc1[nH]nc(N=CC2=C(O)CC(C)(C)CC2=O)c1-c1ccc(Cl)cc1	101	6	106	103	2	0	-1	6
CCC(=O)Nc1ccc(C(=O)N/N=C/c2c(C)[nH]c3ccccc23)cc1	99	-4	113	102	21	-6	3	-12

# Next part (2 carried over from the part before).
Compound	RPL19A-GFP yeast	procasp3 activ	MEP2 TOR yeast	LAP4-GFP MLPCN	AHR act	EBNA-1 inhibitor	ZTA counter	procasp7 counter
Cc1[nH]nc(N=CC2=C(O)CC(C)(C)CC2=O)c1-c1ccc(Cl)cc1	101	6	106	103	2	0	-1	6
CCC(=O)Nc1ccc(C(=O)N/N=C/c2c(C)[nH]c3ccccc23)cc1	99	-4	113	102	21	-6	3	-12
COc1ccc(NC2=Nc3cccc4cccc2c34)cc1OC	95	-8	100	94	16	8	12	-7
COCc1cc(C)n(CC(=O)Nc2ccc(Cl)cc2Cl)c(=O)c1C#N	98	3	108	97	-1	0	15	-3
CC(C)n1cnnc1SCC(=O)Nc1ccc(N2CCCCC2)cc1	94	9	96	107	3	-1	-10	-9
COc1ccc(CCN2CC(O)=C(c3nc(C)cs3)C2=N)cc1OC	104	0	96	105	5	13	16	1
Nc1nc(-c2ccccc2)c(N=Nc2cccnc2)s1	103	-2	100	102	43	-11	2	-12
COc1ccc(-c2nnc3n2N=C(C)CS3)cc1OC	98	3	107	94	3	7	-15	8
O=C(CSc1nc2ccccc2s1)NNC(=O)Nc1ccc(Cl)c(Cl)c1	96	4	94	91	17	-1	3	8
COc1ccc(NC(=O)N2CCN(c3ccc([N+](=O)[O-])cc3)CC2)cc1	100	-2	106	101	-8	8	-5	-19
COc1ccc(C(=O)N[C@H](C(=O)Nc2sccc2C(N)=O)C(C)C)cc1	100	-3	101	101	1	-1	-6	-3
O=S(=O)(NCc1cccnc1)c1ccc(Cl)c(Cl)c1Cl	104	-15	101	100	5	-7	4	-2
C=CCNC(=O)c1ccc(Sc2ccc(C)cc2)c([N+](=O)[O-])c1	.	-4	123	99	2	-4	-12	-4
Cc1ccc(CN2C(=O)CCC2C(=O)NCCN2CCN(c3cccc(Cl)c3)CC2)cc1 (stereo not given)	96	3	99	105	-2	4	-7	6

Compound	RPL19A-GFP yeast	procasp3 activ	MEP2 TOR yeast	LAP4-GFP MLPCN	AHR act	EBNA-1 inhibitor	ZTA counter	procasp7 counter
CCOC(=O)C1CCCN(c2oc(-c3ccc(F)cc3)nc2C#N)C1 (stereo not given)	100	9	96	110	4	3	-1	1
Cn1c(SCC(=O)N2CCc3ccccc3C2)nnc1-c1cccs1	91	-11	94	94	1	-5	2	5
COc1cccc(Cn2cnc3c(NS(=O)(=O)c4cccc(Cl)c4Cl)c(C)c(C)cc32)c1	99	8	99	97	4	-12	-3	-5
COC(=O)c1ccc2c(=O)[nH]c(CSc3nc(C)cs3)nc2c1	97	2	103	100	3	-16	12	-4
CN(Cc1ccccc1)C(=O)Cn1c(=O)c2cccn2c2cccnc21	101	9	99	88	3	12	5	3
O=C(CCC(=O)N1CCc2ccccc21)Nc1ccccc1	95	-3	92	98	6	10	-5	10
Cc1cc(C)c(OCCCNC2CCCC2)c(Br)c1	100	-1	98	99	0	7	-4	12
CC(C)Cn1c(N)c(C(=O)COC(=O)c2ccc(Br)cc2)c(=O)n(C)c1=O	99	13	106	98	0	.	.	-10
CC(=O)N1CCN(S(=O)(=O)c2ccc(Cl)cc2F)CC1	98	3	105	103	-1	-9	-25	0
O=c1cc(O)n(-c2ccccc2)c(=S)[nH]1	101	-14	98	104	3	2	1	-20
CC(C)(C)Nc1nc(NN)nc(NC(C)(C)C)n1	104	7	104	101	4	-9	7	6
COc1cc(NC(=O)c2ccccc2)c(OC)cc1NC(=O)CN1C(=O)NC2(CCCCC2)C1=O	101	2	104	102	7	.	10	-2

Compound	RPL19A-GFP yeast	procasp3 activ	MEP2 TOR yeast	LAP4-GFP MLPCN	AHR act	EBNA-1 inhibitor	ZTA counter	procasp7 counter
COc1ccc(/C=C/C(=O)OCC(=O)c2c[nH]c3ccccc23)cc1	102	-2	99	109	23	.	5	5
Cc1cc(=O)oc(C)c1C(=O)N1CCN(Cc2ccc3c(c2)OCO3)CC1	92	5	97	90	-1	5	-1	3
Cc1ccccc1NC(=S)Nc1ccc2cn[nH]c2c1	101	-11	100	111	4	3	5	-10
O=C(CSc1ncn(-c2ccccc2)n1)N1CCN(c2ccccc2)CC1	94	-11	94	104	11	5	-7	11
CCc1ccc(-n2c(=O)c3c(C)c(C(=O)N(C)C)sc3n(CC(=O)NCC3CCCO3)c2=O)cc1 (stereo not given)	91	4	111	102	2	1	-11	-1
CCCCCOc1ccc(CSC2=NCCN2)cc1[N+](=O)[O-]	103	-2	100	90	7	1	-13	4
O=C(Nc1nnc(-c2ccccc2Cl)s1)C1CCN(S(=O)(=O)c2ccc(Cl)cc2)CC1	97	-1	97	93	0	-14	-4	-5
CCN1C(=O)N[C@H](c2ccc(Br)cc2)C(C(C)=O)=C1C	103	-2	91	110	3	-5	3	2
COc1ccccc1N1C(=NC(=O)CCc2ccccc2)SC2CS(=O)(=O)CC21 (stereo not given)	96	7	94	85	-1	5	18	4
COc1ccc(-n2cnnc2SCCC#N)cc1	101	3	103	106	6	-19	3	-6
COc1ccccc1Nc1nc(=O)[nH]nc1C	97	7	98	96	3	-1	-2	-6
Cc1ccc(C)c(N(CC(=O)NCc2ccco2)C(=O)CCC(=O)Nc2nccs2)c1	102	-9	97	87	9	-15	-6	-11

Compound	RPL19A-GFP yeast	procasp3 activ	MEP2 TOR yeast	LAP4-GFP MLPCN	AHR act	EBNA-1 inhibitor	ZTA counter	procasp7 counter
COc1ccc(-n2cc(CNC3CCOCC3)c(-c3cccc(F)c3)n2)cc1	96	7	94	83	2	3	0	-2
CC(C(=O)NC1CCCC1)N(C(=O)c1snc(C(N)=O)c1N)c1ccc2c(c1)OCCO2 (stereo not given)	104	6	99	101	1	1	23	1
NC(=O)c1nn(CC(=O)Nc2ccc3c(c2)OCO3)cc1[N+](=O)[O-]	103	5	100	104	12	-16	-24	-3
Cn1c(=O)oc2cc(S(=O)(=O)NCc3ccc(F)cc3)ccc21	103	-1	99	88	8	2	6	12
O=C1CCc2cc(S(=O)(=O)NC(Cc3ccccc3)C(=O)NCCC3=CCCCC3)ccc2N1 (stereo not given)	101	4	92	99	-1	11	11	4
CCCc1nc2oc3c(NCC4CCCO4)ncnc3c2c2c1COC(C)(C)C2 (stereo not given)	85	1	93	87	1	0	6	5
O=Cc1ccc(OC2OCCOC2Oc2ccc(C=O)cc2)cc1 (stereo not given)	106	4	101	105	1	-12	-14	2
COCCCNc1ncnc2c1cnn2-c1ccc(C)cc1C	99	4	104	103	-2	6	3	8
O=[N+]([O-])c1cccc(-c2nc3ccccc3s/c2=N/O)c1	82	-10	88	132	31	-15	-5	-9
O=C(COC(=O)C1C2CC3OC(=O)C1C3C2)Nc1cccc(C(F)(F)F)c1 (stereo not given)	90	4	71	85	5	-2	-17	3
Cc1ccsc1/C=N/NS(=O)(=O)c1ccc([N+](=O)[O-])cc1	104	5	98	95	-1	0	6	2
COc1cccc(CN(C)C(=O)Cc2c[nH]c3ccccc23)c1OC	100	7	105	107	3	-7	6	8

Compound	RPL19A-GFP yeast	procasp3 activ	MEP2 TOR yeast	LAP4-GFP MLPCN	AHR act	EBNA-1 inhibitor	ZTA counter	procasp7 counter
COCCn1c(=NC(=O)c2cc3ccccc3oc2=O)sc2cc(S(N)(=O)=O)ccc21	102	6	106	96	0	14	6	-8
COc1ccc(S(=O)(=O)N2CCN(c3ccccn3)CC2)cc1OC	98	10	106	101	-1	2	-14	-1
O=[N+]([O-])c1cccc2c(N3CCCC3)ccnc12	110	4	98	94	28	-13	-6	-3
O=C(Cn1cnc2scc(-c3ccc(Cl)cc3)c2c1=O)N1CCOCC1	86	-3	78	78	6	-12	-3	2
S=C(c1ccccc1)N1CCCC1	98	5	103	85	-1	-18	3	-6
Cc1ccc(NC(=O)CCSc2ccccc2)c(C)c1	104	-5	101	94	-4	0	-2	3
Cn1cc(C(=O)N/N=C/C(Br)=C\c2ccccc2)ccc1=O	99	-12	107	99	112*	13	3	3
COc1ccc(C(C)NC(=O)c2ccncc2)cc1OC (stereo not given)	101	1	97	78	3	-3	-7	4
O=C(COC(=O)CNC(=O)c1ccc(Cl)cc1Cl)NC1CCCCCCC1	104	-5	108	106	4	-4	6	8
Cn1nc(C(=O)N2CCCCC2)c2c1-c1ccccc1S(=O)(=O)C2	99	-3	104	110	2	3	10	2
